Assay outcomes: PubChem BioAssay, National Center for Advancing Translational Sciences (NCATS)
p53 reactivator = re-activators of mutant p53; H1299 p53-A138V BP100-luciferase reporter, luminescence, 24 h; Potency, µM (highest dose often 92.2 µM), for inactives: top-dose activity change, positive = activation, hits mostly activators; 0.063% of 320,000 active; AID 504706; further: % of control where 0% means no effect; nearly all actives have a fitted effect of over 45% in size
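H1299 (p53-null), stable ts p53-A138V + BP100-Luc; 1000 cells/well, Opti-MEM/10% FBS; cpd 4 pt, 1:5; 24 h, 37 deg C, 5% CO2; detection reagent 10 min RT; luminescence.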
RORgamma inh = ROR gamma (mouse) transcription inhibition; AID 2551; Drosophila S2 Gal4-RORgamma UAS-luciferase reporter, 20 h; 5.4% of 310,000 active; P51450; Potency, µM (titrated, usually from 53.6 µM), for inactives: top-dose activity change, negative = inhibition, most hits filed as inhibitors; further: on the % scale 0 is the no-effect control and ±100 the full control effect; nearly all actives have a fitted effect of over 60% in size
Target sequence (P51450 whole entry, looked up, the tested form may be a part): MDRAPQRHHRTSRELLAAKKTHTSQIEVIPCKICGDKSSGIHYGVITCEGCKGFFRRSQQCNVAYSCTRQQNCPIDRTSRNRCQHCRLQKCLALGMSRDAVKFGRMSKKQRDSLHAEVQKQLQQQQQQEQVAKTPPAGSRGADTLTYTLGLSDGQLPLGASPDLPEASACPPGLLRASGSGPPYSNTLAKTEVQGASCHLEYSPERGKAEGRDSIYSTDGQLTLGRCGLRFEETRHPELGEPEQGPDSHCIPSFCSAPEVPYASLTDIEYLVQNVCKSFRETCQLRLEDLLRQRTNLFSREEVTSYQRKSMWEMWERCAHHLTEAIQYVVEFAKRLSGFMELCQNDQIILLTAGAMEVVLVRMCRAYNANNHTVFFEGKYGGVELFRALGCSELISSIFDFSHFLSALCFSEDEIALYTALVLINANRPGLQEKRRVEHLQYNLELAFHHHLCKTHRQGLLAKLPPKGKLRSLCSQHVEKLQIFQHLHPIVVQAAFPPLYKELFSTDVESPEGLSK
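Drosophila S2 cells stably expressing Gal4-DBD/mouse RORγ fusion under metallothionein promoter plus UAS-luciferase; compound 1 h, then 700 uM CuSO4 induction for 20 h at ambient temperature; inhibition read as reduced luminescence.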
uPA generation = blocks generation of uPA at the cell surface; Potency, µM (series often up to 38.3 µM), for inactives: top-dose activity change, negative = inhibition, actives largely listed as inhibitors; cell surface uPA generation assay, qHTS; 0.31% of 330,000 active; active means well fitted inhibition curve with a large enough effect; inconclusive means small, poorly fitted or top-dose-only effect; inactive means no such curve, though single readings can be large or run the other way; tested in mouse RAW 264.7 cells; further: on the % scale 0 is the no-effect control and ±100 the full control effect; nearly all actives have a fitted effect of over 55% in size
Rab9 promoter act = activates the Rab9 promoter; Huh7 Rab9 promoter-luciferase reporter, luminescence, 24 h; Potency, µM (highest dose often 9.22 µM), without a hit: at the top dose activation, negative = inhibition, hits mostly activators; 2.8% of 320,000 active; AID 485297; further: % of control where 0% means no effect; nearly all actives have a fitted effect of over 60% in size
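Rab9 promoter-driven luciferase in stably transfected Huh7 cells; 1500 cells/well rested 2 h, exposed to compound in DMSO for 24 h at 37 °C, 5% CO2. Luminescence read 10 min after adding luciferase reagent at ambient temperature.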
Gal4-VP16 FLuc = Gal4-VP16 reporter inhibition counter-screen | Drosophila S2 Gal4-VP16 UAS-luciferase, luminescence, 20 h | Potency, µM (doses to about 53.6 µM), for the others: at the highest dose activity, negative = inhibition, hits mostly inhibitors | 3.5% of 310,000 active | AID 2546;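 further: Gal4-VP16 expression switched on by copper sulfate through the metallothionein promoter; on the % scale 0 is the no-effect control and ±100 the full control effect; nearly all actives have a fitted effect of over 50% in size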
ELG1 genotox = inducers of genotoxicity in HEK293T ELG1-luciferase cells; 1.3% of 330,000 active; HEK293T ELG1-luciferase reporter, luminescence, 16 h; Potency, µM (top dose mostly 46 µM), without a hit: at the top dose activity change, positive = activation, actives largely listed as activators; further: % of control where 0% means no effect; nearly all actives have a fitted effect of over 60% in size
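After overnight (16 hr) compound treatment at 37 °C, ELG1-luciferase HEK293T cells were lysed with ONE-Glo; luminescence quantified 30 min later at room temperature.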
MBNL1-CUG inh = blocks human MBNL1 binding to CUG repeat RNA. Q9NR56. TR-FRET MBNL1-His/biotin-(CUG)12 binding, 665/545 ratio. Potency, µM (highest dose often 57.5 µM), inactives show at the top dose activity change, negative = inhibition, hits mostly inhibitors. 0.036% of 280,000 active. AID 2675; active means well fitted inhibition curve with a large enough effect in the signal ratio, with a control signal flat, not every such curve was filed as active; inconclusive means small, poorly fitted or top-dose-only effect, or effect the other way, or a change in a side signal; inactive means no such curve, though single readings can be large or run the other way; the % refers to the signal ratio; further: on the % scale 0 is the no-effect control and ±100 the full control effect
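TR-FRET readout: Ex 340 nm, 665/545 nm emission ratio, normalized to buffer-only (basal) and MBNL1-(CUG)12 controls. Complex of MBNL1-His with Biotin-(CUG)12, compounds 92 nM–58 uM, incubated 60 min at room temperature.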
FLuc modulator = counter-screen for miR-21 project: firefly luciferase inhibitors or activators. Potency, µM (titrated, usually from 57.5 µM), for inactives: at the highest dose activity change, negative = inhibition, hits mostly inhibitors. 6.9% of 360,000 active. purified FLuc, Km substrates, luminescence inhibition. AID 588342. P08659;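 further: plate controls were vehicle for no effect and reference inhibitor for full effect; nearly all actives have a fitted effect of over 55% in size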
Target sequence (P08659 whole entry, looked up): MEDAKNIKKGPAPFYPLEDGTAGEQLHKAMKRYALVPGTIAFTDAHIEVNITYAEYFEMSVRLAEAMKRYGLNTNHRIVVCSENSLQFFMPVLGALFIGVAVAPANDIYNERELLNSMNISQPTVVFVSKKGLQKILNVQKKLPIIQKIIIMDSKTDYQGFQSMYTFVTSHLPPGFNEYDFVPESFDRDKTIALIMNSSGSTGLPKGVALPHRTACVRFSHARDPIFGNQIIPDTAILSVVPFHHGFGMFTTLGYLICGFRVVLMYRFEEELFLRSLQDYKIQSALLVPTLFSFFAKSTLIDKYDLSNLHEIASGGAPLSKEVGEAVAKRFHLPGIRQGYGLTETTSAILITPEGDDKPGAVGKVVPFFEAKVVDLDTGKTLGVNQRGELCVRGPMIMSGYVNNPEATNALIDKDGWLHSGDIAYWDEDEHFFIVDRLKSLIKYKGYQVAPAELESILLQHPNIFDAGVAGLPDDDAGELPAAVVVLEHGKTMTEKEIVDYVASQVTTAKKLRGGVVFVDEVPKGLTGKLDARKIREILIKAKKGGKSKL
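Purified P. pyralis luciferase, 10 nM final, with Km-level 10 uM D-luciferin and 10 uM ATP in 50 mM Tris acetate pH 7.5, 10 mM Mg acetate, 0.01% Tween-20, 0.05% BSA; 6-point qHTS titration about 60 µM downward; luminescence read.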
BRCA1 expr up = BRCA1 expression activation; MCF7-BRCA1-FFLuc reporter, luminescence, 48 h; response scale: scaled: vehicle 0%, 10 µM genistein 100%; Potency, µM (top dose mostly 46.1 µM), without a hit: at the highest dose activation, hits mostly activators; 1.1% of 380,000 active; further: nearly all actives have a fitted effect of over 80% in size; some results filed as inactive show a strong effect at the top dose
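Luminescence from a BRCA1-driven firefly luciferase in MCF7 cells was read after 48 h compound exposure at 37 C. Data normalized against DMSO and a 10microM genistein activation control, then curve-fitted across the titration.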
NPC1 promoter act = activates the NPC1 promoter | Huh7 NPC1 promoter luciferase reporter, 24 h | Potency, µM (titrated, usually from 9.22 µM), for the others: at the highest dose activation, hits mostly activators | 2.4% of 320,000 active | AID 485313;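 further: % of control where 0% means no effect; nearly all actives have a fitted effect of over 60% in size; reporter is driven by a mutant NPC1 promoter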
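Luminescence from an NPC1 promoter-driven luciferase reporter in stably transfected Huh7 cells was measured after 24 h compound treatment at 37 °C, followed by 10 min ambient incubation with luciferase detection reagent.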
Numbers without * were called inactive; ? = inconclusive; / = no result given; & = joins results of further samples; [ ] = dose if it differs, or a comment. Unless noted, the call rests on the fitted dose curve; in most records, active means well fitted curve in the direction sought with a large enough effect; inconclusive means small, poorly fitted or top-dose-only effect, or another doubt; inactive means no such curve, though single readings can be large; an effect the other way counts as inactive or inconclusive. Potency means the concentration at half of the fitted maximal effect.

Compound,p53 reactivator,RORgamma inh,uPA generation,Rab9 promoter act,Gal4-VP16 FLuc,ELG1 genotox,MBNL1-CUG inh,FLuc modulator,BRCA1 expr up,NPC1 promoter act
Cc1c(Cl)cccc1NC(=O)CSc1nc2ncc(Cl)cc2[nH]1,-24%,?,7%,-2%,?,-10%,-3%,-1%,-30%,-6%
O=C(Nc1ccc(Oc2ccccc2)nc1)C1CCCCN1Cc1cccc(OCCO)c1 (stereo not drawn),-6%,3%,4%,-3%,-15%,3%,-2%,-5%,-1%,1%
COCCn1c(CCC(=O)O)nc2c1c(=O)[nH]c(=O)n2CC(C)C,3%,-7%,-2%,0%,-3%,3%,-2%,2%,6%,5%
CCc1nnc(N2C(=O)c3ccc(Oc4ccc([N+](=O)[O-])cc4)cc3C2=O)s1,5%,-2%,0%,-1%,-8%,1%,?,0%,-16%,0%
O=C(Cc1cccs1)N/N=C/c1ccccn1,-2%,-3%,6%,17%,?,2%,12%,-13%,27%,0%
Nc1ccncc1N,-4%,17%,?,-4%,6%,-1%,/,2%,?,1%
CC(C)c1nc(CNC(=O)C2CCC(=O)N(CCc3cccc(F)c3)C2)cs1 (stereo not drawn),5%,3%,3%,-4%,14%,2%,4%,-2%,-1%,-1%
CC(=O)c1cccc(S(=O)(=O)N2CCn3cccc3C2C)c1 (stereo not drawn),1%,/,-13%,-3%,/,-1%,/,3%,2%,-1%
O=C(O)/C=C/c1ccccc1Oc1ccccc1,1%,11%,-1%,-1%,-2%,-1%,?,5%,58%,0%
COc1ccc(C)cc1NC(=O)CCNC(=O)Cn1ccc2ccccc2c1=O,-3%,19%,1%,-4%,-2%,-4%,5%,0%&4%,4%,-2%
CC(=O)N(/N=C1\Sc2ccccc2C1=O)c1ccc(C)cc1C,19%,?,4%,23%,?,15µM*,18%,17µM*,-41%,?
C=CCN1CCN(Cc2cnc(Cl)s2)CC1,5%,-32%,1%,1%,-2%,-1%,2%,-2%,14%,-4%
CCC(C)NC(=O)CC(NS(=O)(=O)c1ccc(C)cc1)c1ccc(OC)cc1 (stereo not drawn),-11%,-1%,5%,-1%,-3%,0%,1%[11.5 µM],2%,5%,0%
CCCCNC(=O)NS(=O)(=O)c1cnccc1Sc1ccc(Cl)cc1,0%,25%,-5%,0%,-9%,0%,-2%,2%,16%,0%
COc1ccc(C(=O)N2CC(=O)Nc3ccc(C)cc3C2c2ccccc2)cc1 (stereo not drawn),3%,?,-2%,0%,24%,-1%,-5%,1%,-17%,1%
CCOc1ccc(NC(=O)c2cccc(-n3cccc3)c2)cc1S(=O)(=O)N1CCOCC1,-10%,/,/,-4%,/,-5%,/,/,/,-1%
CC(=O)N1N=C(c2ccc(Br)cc2)OC12CCCC2,-3%,20%,2%,-4%,-8%,0%,11%,2%,-33%,-1%
COc1ccc(NC(=O)CN2CCC3(O)CCCCC3C2c2ccccc2OC)cc1 (stereo not drawn),-1%,12%,/,0%,5%,-6%,10%,2%,/,-1%
CC1(C)CC(=O)C=C(NCCN2CCN(C(=S)Nc3ccccc3)CC2)C1,1%,4%,-5%,11%,-8%,2%,/,2%,-11%,-4%
C=CCN1C(=NC(=O)COc2ccccc2)SC2CS(=O)(=O)CC21 (stereo not drawn),-7%,-32%,8%,-2%,0%,-2%,-3%,0%,-17%,-1%
N#Cc1ccccc1OCC(=O)OCC(=O)c1ccc[nH]1,-8%,/,-5%,-5%,/,-1%,/,-6%,12%,-6%
CC(C)(C)OC(=O)N1CCC(C(=O)O)CC1,-2%,14%,1%,11%,3%,2%,-2%,0%,0%,5%
O=c1c2ccccc2nnn1COc1ccc(Cl)cc1Br,2%,28%,2%,3.2µM*,-4%,?,0%,24µM*,?,?
COc1ccc(N(C)S(=O)(=O)c2cccc(C(=O)Nc3nc4ccccc4[nH]3)c2)cc1,-4%,4µM*,-9%,-1%,11µM*,-20%,-1%,-12%,-60%,2%
COc1ccc(OC)c(Nc2c3ccccc3nc3ccccc23)c1,-6%,?,-6%,-16%,?,-7%,?,?,-49%,-29%
CC(=O)Nc1ccc(S(=O)(=O)Nc2nc3nc(-c4ccccc4)cc(-c4ccccc4)n3n2)cc1,-1%,14%,-3%,-1%,-1%,-2%,6%,-14%,-28%,-1%
Cc1nc(CN2CCOCC2)cc(=O)[nH]1,3%,3%,-3%,0%,-6%,-2%,-3%,0%,-6%,-5%
CC1CC(C)CN(S(=O)(=O)c2ccc3c(c2)oc(=O)n3CC(=O)NCc2cccnc2)C1 (stereo not drawn),-3%,42%,4%,-4%,1%,-8%,-1%,-2%,0%,-3%
COCC(C)NC(=O)CCS(=O)(=O)c1nc(-c2ccc(OC)cc2)cc(C(F)(F)F)n1 (stereo not drawn),-43%[inhibitor],2%[0.365 µM],-14%,-8%,/,?,3%,3%,-85%[inhibitor],11%
CCN(CC)c1ccc(C(=O)Nc2cccc(F)c2)cc1,?,?,-17%,1.1µM*,?,?,-7%,?,?,0.79µM*

3 compounds out of the list above, arranged by the value under Rab9 promoter act, ascending.
| Compound | Rab9 promoter act |
| --- | --- |
| CC1CC(C)CN(S(=O)(=O)c2ccc3c(c2)oc(=O)n3CC(=O)NCc2cccnc2)C1 (stereo not drawn) | -4% |
| Cc1nc(CN2CCOCC2)cc(=O)[nH]1 | 0% |
| CC(C)(C)OC(=O)N1CCC(C(=O)O)CC1 | 11% |

Other structures.
Compound,p53 reactivator,RORgamma inh,uPA generation,Rab9 promoter act,Gal4-VP16 FLuc,ELG1 genotox,MBNL1-CUG inh,FLuc modulator,BRCA1 expr up,NPC1 promoter act
CN1CCCC(OC(=O)CCCC(=O)OC2CCCN(C)C2)C1 (stereo not drawn),-5%,-8%,2%,2%,-3%,0%,-6%,-1%,-16%,0%
Cn1cc(Br)cc2nc(C(F)(F)F)nc1-2,0%,18%,2%,14%,-4%,-4%,12%,4%,-13%,-4%
COC(=O)CNC(=O)Cn1c(=O)n(Cc2ccc(F)cc2)c(=O)c2sccc21,-13%,-8%,4%,1%,5%,-2%,-9%,-2%,-21%,0%
O=C1NC2(CCC3(CC2)OCCO3)NN1c1ccc(Cl)cc1,?,38%,-6%,11%,?,11%,/,-3%,12%,11%
COC(=O)c1cc(=O)c2c(C)nc(C(Cl)(Cl)Cl)nc2[nH]1,3%,-32%,3%,-1%,0%,0%,?,?,-20%,2%
Cc1ccc(S(=O)(=O)N(C)C)cc1NC(=O)C(C)OC(=O)/C=C/c1cccs1 (stereo not drawn),3%,?,-3%,-1%,-4%,-4%,10%,?,0%,3%
C=CCn1cnc2sc(C(=O)Nc3ccccc3OC)c(C)c2c1=O,4%,13%,10%,-1%,-18%,0%,-12%,3%,-6%,-2%
OCCN1CCN(c2ncnc3sc4c(c23)CCCC4)CC1,/,-9%,-4%,-4%,-11%,-7%,-4%,5%,-13%,-2%
CC(C)(C)S(=O)c1cccs1 (stereo not drawn),2%,26%,-1%,6%,-1%,-1%,0%,1%,8%,0%
COc1ccc2cc3cc(C(=O)NCCC(C)C)oc3nc2c1,2%,-6%,3%,16%,0%,0%,10%,-3%,49%,3%
CC(=O)Nc1cccc(NC(=O)C(F)(F)F)c1,-4%,29%,0%,-1%,-1%,0%,-1%,-3%,-3%,6%
CSc1n[nH]c(NCc2cccs2)n1,-4%,20%,/,1%,3%,0%,1%,-3%,14%,-3%
COc1ccccc1CNc1nc2nc(C)cc(=O)n2[nH]1,0%,33%,3%,-2%,-19%,-4%,6%,-1%,-12%,-1%
NS(=O)(=O)c1ccc(NC(=S)N2CCN(C(=O)C3CCCO3)CC2)cc1 (stereo not drawn),7%,-31%,-4%,0%,-1%,-13%,-3%,4.8µM*,-11%,16%
COc1cccc(CNC(=O)Cn2nc(C)c([N+](=O)[O-])c2C)c1,/,-4%,-8%,5%,4%,-1%,5%,-1%,0%,0%
O=C(Nc1cccc(C(F)(F)F)c1)c1cccnc1,/,23%,/,/,5%,/,-1%,0%,-27%,/
CCN1CCN(C(=O)N(c2ccccc2)c2ccccc2)CC1,-1%,?,-3%,-2%,4%,-1%,-1%,-1%,-19%,0%
COCCN(C(=O)CCC(=O)Nc1ccccn1)C(C(=O)NCCC(C)C)c1ccc(C)cc1 (stereo not drawn),2%,1%,-1%,6%,4%,-2%,3%,0%,-3%,1%
COc1cc(/C=N/NC(=O)C2COc3ccccc3O2)cc(OC)c1OC (stereo not drawn),-4%,24%,2%,-1%,7%,-3%,9%,-20%,-7%,-1%
Cc1cc(NS(=O)(=O)c2ccc(OCCNS(C)(=O)=O)cc2)no1,6%,0%,2%,1%,0%,2%,-8%,4%,-11%,-3%
CCOC(=O)CSc1nc(NCc2ccco2)c2ccccc2n1,-22%,8%,/,-5%,-12%,-1%,-12%,2%,-12%,-6%
CCCC(=O)OCC(=O)c1[nH]c(C)c(C(C)=O)c1C,1%,-8%,2%,1%,-6%,0%,19%,?,1%,-1%
N#Cc1c(-c2ccccc2F)cc(-c2cccnc2)nc1N,-3%,5%,-10%,-6%,-2%,-1%,/,1%,-12%,-4%
